Screening data from PubChem.
LDHA block = LDHA (human) enzyme inhibition | P00338 | purified LDHA, NADH/diaphorase-resazurin fluorescence; active compounds read low | activity change, % (values are at about 110 or 230 µM) | AID 1347041 | 480,000 tested, 0.15% active; in the data active means activity change below about -30%; inconclusive means mostly about -25% to -30%;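 further: plate controls were DMSO wells for no effect and wells without enzyme for full effect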
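Resorufin fluorescence (ex540/em590), read at 0 and 20 min after diaphorase/resazurin addition, reports the NADH left after a 5 min room-temperature reaction of 2 nM human LDH5 with 0.06 mM NADH and 0.2 mM pyruvate.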
* hit, by the source's call; ? = inconclusive; & = joins results of further samples. Some of the compounds tested, so the mix of outcomes need not match the whole.

LDHA block	SMILES
0.9	CSc1nc2sc3c(c2c(=O)n1-c1ccccc1)CC(C(C)C)OC3 (stereo not drawn)
2.2	CCCn1nc(C(=O)OCC(=O)Nc2ccc3c(c2)OC(F)(F)O3)c2ccccc2c1=O
-5.1	CC(NC(=O)C1CC1)c1ccncc1 (stereo not drawn)
6.1	O=C(CC12CC3CC(CC(C3)C1)C2)NCC(=O)OCC(=O)N1CC(=O)Nc2ccccc21
-3.1	CCc1ccc(NC(=S)NCCCO)cc1
-21.1	O=C(COc1ccc(-c2ccccc2)cc1Cl)Nc1ncn[nH]1
53.2	Cc1cc(C)n2nc(SC(C)C(=O)Nc3cc(Cl)ccc3Cl)nc2n1 (stereo not drawn)
17.6	CCCNC(=O)C(C)NC(=O)c1cc(C)nc2ccccc12 (stereo not drawn)
9.3	Cc1ccc(-c2cnc(CCC(=O)NC(C)c3ccc4c(c3)NC(=O)CO4)o2)cc1C (stereo not drawn)
-0.2	N#Cc1cccc(NC(=O)Cn2nc3c(N4CCCCC4)nc4ccccc4n3c2=O)c1
0.5	O=C(NC1CCCCC1)C(CCc1ccccc1)n1c(=O)c(-c2ccccc2)nc2ccccc21 (stereo not drawn)
1.5	Cc1ccc(S(=O)(=O)N2CCN(C(=O)CSc3nc(C)cc(=O)[nH]3)C2)cc1
0.9	Cc1cc(NCCNc2ccc(C#N)cn2)nc(C)n1
-11.3	COc1cccc(Cn2c(C)c(CNCCc3c[nH]c4ccccc34)c(C(=O)O)c2C)c1
10.5	N#Cc1c(Nc2ccccc2)ccnc1NCc1ccccc1
6.4	COc1ccc(OCCSC2=NCC(C)(C)CN2)cc1
-0.4	CCOc1ccc(S(=O)(=O)Nc2ccc(C)cc2)cc1-c1nc2c(C(C)(C)C)nn(C)c2c(=O)[nH]1
-9.0	CCCCc1ccc(NC(=S)NCCCOC(C)C)cc1
?	Cc1ccc(NC(=O)c2cc[n+]([O-])cc2)cc1Cl
0.8	CCOc1ccccc1N1CCN(CC(=O)Nc2c(Cl)cccc2Cl)CC1
1.6	CC(=O)Nc1ncc2c(n1)CC(c1ccc(N(C)C)cc1)CC2=O (stereo not drawn)
-0.6	CC(C)c1ccc([C@@H]2O[C@H](CCc3ccccc3)CC3=C2C(=O)OC(C)(C)O3)cc1
2.7	COc1ccc(S(=O)(=O)N2CCN(Cc3ncc(-c4ccc(F)cc4)o3)CC2)cc1OC
7.6	O=C(/C=C/c1ccc(OCc2ccccc2)cc1)c1ccccc1
-3.3	COc1ccc2c(CN(C)CCOc3cccc(Cl)c3)cc(=O)oc2c1
8.8	CC(C)OC(=O)COc1ccc2c(-c3cc4ccccc4oc3=O)cc(=O)oc2c1
-0.3	CCCCCn1c(NCCCOCC)nc2c1c(=O)[nH]c(=O)n2C
-9.0	CCc1ccc(C2=NN(C(=O)c3ccco3)C(c3ccc4nccnc4c3)C2)cc1 (stereo not drawn)
0.7	COC(=O)c1ccc(C2C(c3ccc(OC)cc3)=C(O)C(=O)N2CCc2ccccc2)cc1 (stereo not drawn)
-2.9	COc1ccc(S(=O)(=O)Oc2ccc3c(c2)O/C(=C\c2ccc(C)cc2)C3=O)cc1
1.8	CCCSc1nc2c(c(=O)n(C)c(=O)n2C)n1Cc1ccccc1Cl
-4.2	N#Cc1nc(-c2ccc(S(=O)(=O)N3CCOCC3)cc2)oc1N1CCC(Cc2ccccc2)CC1
-24.5	O=S(=O)(Cc1ccc(F)cc1Cl)CC(O)c1ccccc1 (stereo not drawn)
3.8	O=C(Nc1nc(-c2ccc(Cl)cc2)cs1)c1cc(=O)c2ccccc2o1
6.1	Cc1ccc(S(=O)(=O)N2CCN(C(=O)c3cc4cc(Cl)ccc4nc3C)CC2)c(C)c1
3.3	Cc1ccc(Cc2c(-c3cccc(Br)c3)nc3c(C)cc(Br)cn23)cc1
-6.8	Cc1nc(C)c(CCC(=O)Nc2cc(Cl)ccc2Cl)c(=O)[nH]1
-3.0	CC(NC(=O)C1CCCc2ccccc21)c1ccc(Cl)cc1 (stereo not drawn)
-17.0	CCOc1cc(C2C(C#N)=C(N)Oc3cc(O)ccc32)ccc1OCc1ccccc1 (stereo not drawn)
0.2	CCCCC(=O)Nc1cccc(C(=O)OCc2cc(=O)n3nc(CCCC)sc3n2)c1
-0.1	CC(NC(=O)CSc1nnc(-c2ccccc2)o1)c1ccc2c(c1)CCCC2 (stereo not drawn)
1.4	COC(=O)c1cc(C)nc2c1c(=O)n(Cc1cccc(Cl)c1)c(=O)n2-c1ccccc1
19.5	CCc1ccccc1NC(=O)Nc1cn(CC(C)C)c(=O)c2ccccc12
-3.6	COc1ccc2cnn(CC(=O)N3CCN(Cc4ccccc4)CC3)c(=O)c2c1OC
1.3	Clc1ccccc1-c1nc(N2CCCC2)c2ccccc2n1
20.6	Cc1ccc2cccc(OCCOc3ccc(C#N)cc3)c2n1
-0.1	CCOc1cccc(-c2nc(-c3c[nH]c(C(=O)N4CCCC4)c3)cs2)c1
-1.5	Cc1ccc(-c2nn(C)c(=O)c3c2CCCC3)cc1S(=O)(=O)N1CCCCCC1
17.8	Cc1c(Cl)cccc1S(=O)(=O)Nc1ccc2sc(NC(=O)c3ccccc3)nc2c1
-3.3	Cc1ccc(-c2nnn(Cc3csc(-c4ccccc4Cl)n3)n2)cc1
-0.1	CC(C)CN1CCN(c2nc3c(c(=O)[nH]c(=O)n3C)n2Cc2ccccc2F)CC1
1.5	Cn1c(C(=O)N2CCNC(=O)C2)cc2ccccc21
-4.7	O=C(CCC(=O)N1CCN(c2ccccc2)CC1)N1CCOCC1
-1.1	CCCCn1c(=O)[nH]c(=O)c2c1nc(COC(=O)C1CC1)n2C
-3.3	CC(CCc1ccco1)NC(=O)CCc1nnc2ccc(N3CCOCC3)nn12 (stereo not drawn)
10.1	Cc1cc(OCC(=O)N2CCCCC2CCN2CCCCC2)cc(C)c1Cl (stereo not drawn)
-4.4	CCOC(=O)C1=C(C)N(c2ccc3c(c2)OCO3)C(=O)NC1c1ccc(F)cc1F (stereo not drawn)
-3.9	CCOc1ccc(C2CCCN2S(=O)(=O)c2cc(F)cc(F)c2)cc1 (stereo not drawn)
1.0	Cc1ccc2[nH]c(C)c(CCN(Cc3ccncc3)C(=S)NC(C)(C)C)c2c1
0.3	COc1ccc(OC)c(-c2nnc(NC(=O)Nc3ccc4ccccc4c3)s2)c1

(continued)
LDHA block	SMILES
-7.5	CCn1cc(CN(C)C(=O)Cn2nc(C(F)(F)F)c(Cl)c2C)c(C)n1
-3.8	C=CCOc1ccc(Cl)cc1CNCc1ccccc1
6.5	Cc1ccc(C(=O)N/N=C/c2ccc(N(C)C)cc2)cc1
12.4	COc1ccc(C(=O)/C=C/c2ccc(F)cc2)c(OC(=O)c2ccccc2C)c1
2.6	O=C(O)/C=C/c1ccc(-c2ccccc2F)o1
3.0	CC1CCc2noc(NC(=O)COc3ccc(C(C)(C)C)cc3)c2C1 (stereo not drawn)
2.6	O=C(c1ccc(Cn2cncn2)cc1)N1CCN(c2ccccc2F)CC1
0.4	CCN1CCN(CCOc2ccc3c(=O)c(-c4ccccc4)coc3c2)CC1
5.2	Cc1cc(C)c(NC(=O)CN2CCC(C(=O)N3CCCC3)CC2)c(C)c1
2.3	COc1ccc(OC)c(-c2noc(CSc3nnc(C)n3-c3cccc(C)c3)n2)c1
7.7	CC(C)(C)n1nnnc1SCC(=O)N(Cc1cccs1)c1ccc2c(c1)OCCO2
10.1	COCc1ccccc1C(=O)NCC(O)c1ccccc1C(F)(F)F (stereo not drawn)
1.9	COc1cc(CN(CC2CCCO2)C(=O)COc2ccc(Cl)cc2Cl)cc(OC)c1OC (stereo not drawn)
-0.9	O=c1c(Cl)c(N2CCN(S(=O)(=O)c3ccc4ccccc4c3)CC2)cnn1-c1ccccc1
4.0	COc1ccc(-c2c(C)c3ccc(OS(C)(=O)=O)cc3oc2=O)cc1OC
5.7&5.5	CC(/C=C/c1cccnc1)=C\C(=O)O
0.3	COc1cc(OC)cc(-c2c(Sc3ccccc3)c3cc(-c4cnc(OC)nc4)ccc3n2C)c1
24.0	CCCOc1ccccc1OCC(=O)Nc1ccc2oc(C)nc2c1
-8.9	COC1CCN(S(=O)(=O)c2cc(C(=O)O)ccc2Cl)CC1
-0.3	S=C(NCCc1ccc(Cl)cc1)Nc1ccc(Oc2ccccc2)cc1
-2.9	Cc1cc(C)n(-c2nc(-c3ccccc3)cc(=O)n2CC(=O)Nc2ccccc2)n1
4.1	Cc1cccc(C)c1NC(=O)C(C)n1c(-c2ccc(=O)[nH]c2)nc2ccccc21 (stereo not drawn)
1.7	COc1ccc(CN(CCCC#N)C2CC2)cc1
-2.4	O=C(NCCc1cccc(F)c1)C1CCCC1
12.6	COc1ccc(OCCn2c3ccccc3n3nc(CCC(=O)O)c(=O)nc23)cc1
-0.8	Cc1cccc(COC[C@H](Cc2ccccc2)N2CCN(C(=O)c3ccc(Cl)c(Cl)c3)CCC2=O)c1
-6.4	Cc1noc(C(C)N2CCN(C(=O)C(c3ccccc3)c3ccccc3)CC2)n1 (stereo not drawn)
6.5	COC(=O)c1ccc(S(=O)(=O)N(Cc2ccc(C(=O)NC3CC3)cc2)C2CC2)cc1
-0.7	O=C(NCCc1cccnc1)c1ccc(F)cc1F
1.5	COc1cnc(CSc2nc(C)cs2)cc1OCC(=O)N1CCc2ccccc21

Rewritten as labelled records: entries from further up
CC1CCc2noc(NC(=O)COc3ccc(C(C)(C)C)cc3)c2C1 (stereo not drawn)
  LDHA block: 3.0

Cc1ccc(C(=O)N/N=C/c2ccc(N(C)C)cc2)cc1
  LDHA block: 6.5

COc1ccc(-c2c(C)c3ccc(OS(C)(=O)=O)cc3oc2=O)cc1OC
  LDHA block: 4.0

Following part.
LDHA block	SMILES
-2.1	Cc1cn2c(=O)cc(CSc3ccccc3NC(=O)COc3ccccc3Cl)nc2s1
10.1	CC(Sc1ncnc2ccccc12)C(=O)NC1CCCC1 (stereo not drawn)
-1.6	O=C(Nc1c(NC2CCCCC2)c2ccccc2oc1=O)c1ccc(C(F)(F)F)cc1
-3.4	O=C(Nc1c(F)cccc1F)C12CC3CC(CC(C3)C1)C2
10.6	C/C(=N\O)c1ccc(OCCCCCOc2ccc(/C(C)=N/O)cc2)cc1
9.3	COC(=O)COc1nc(C(C)C)c2c(c1C#N)CCCC2
-0.8	Cn1c(=O)c2c(nc(Oc3ccc(F)cc3)n2Cc2ccccc2F)n(C)c1=O
-3.5	COC(=O)CC(NC(=O)c1ccc2c(c1)OCCO2)c1ccc(F)cc1 (stereo not drawn)
-0.2	O=CNNC(=S)NCc1ccccc1
7.1	N#Cc1ccc(/C=C/C(=O)c2cc3ccccc3o2)cc1
-10.0	Cc1ccc(S(=O)(=O)Nc2cccc(NC(N)=O)c2)cc1Cl
4.7	CN(C)CCNC(=O)C(=O)Nc1cccc2ncccc12
10.4	Cc1cc(C)nc(Nc2ncc(O)n2-c2cccc(Cl)c2)n1
-17.3	O=C(NCc1ccccc1)c1nn(Cc2ccccc2)c(=O)c2ccccc12
-0.6	CC(c1nnc(-c2cccc(Cl)c2)o1)N1CCN(c2cnn(-c3ccccc3)c(=O)c2Cl)CC1 (stereo not drawn)
1.7	Cc1nn(-c2ccc(Cl)nn2)c2c1C(c1coc3ccccc3c1=O)CC(=O)N2 (stereo not drawn)
2.3	COc1ccc(/C=N/OCc2ccc(Br)cc2)cc1OCc1ccccc1
-0.7	CC(C)(C)OC(=O)N/N=C/c1ccccc1OCC(=O)O
10.0	CCc1noc(C)c1C(=O)OCC(=O)c1c[nH]c2c(CC)cccc12
12.7	COC(=O)CCNC(=O)CCC1CCCC1
2.1	O=C1Nc2ccccc2/C1=C/c1csc(-c2ccccc2)n1
-0.9	CCn1c(CC2C(=O)N(C(C)C)c3ccccc32)nc2ccccc2c1=O (stereo not drawn)
-2.1	Cc1ccsc1CNS(=O)(=O)c1cccs1
4.8	O=C(c1cnc(N2CCOCC2)c2ccccc12)N1CCN(Cc2ccccc2)CC1
9.0	Fc1ccccc1CNC(=S)NCCc1ccccc1
-1.3	CC(C)N(Cc1nc(-c2ccccc2)no1)C(=O)Cc1ccc(-c2ccccc2)cc1
0.5	Cc1cc(C)cc(NC(=O)c2n[nH]c(=O)c3ccccc23)c1
-10.1	COc1ccc(C=O)cc1C(C)(C)C
-6.1	Cc1nc2n(c(=O)c1Cc1ccccc1)CN(Cc1cccnc1)CN2c1ccc(F)cc1
3.8	O=C(CC1C(=O)N(C2CCCCC2)c2nc3ccccc3n21)Nc1ccc(F)c(F)c1 (stereo not drawn)

The list goes on (3 carried over from the part before).
LDHA block	SMILES
-10.1	COc1ccc(C=O)cc1C(C)(C)C
-6.1	Cc1nc2n(c(=O)c1Cc1ccccc1)CN(Cc1cccnc1)CN2c1ccc(F)cc1
3.8	O=C(CC1C(=O)N(C2CCCCC2)c2nc3ccccc3n21)Nc1ccc(F)c(F)c1 (stereo not drawn)
3.7	Cc1cc(NC(=O)CCc2ncc(-c3ccccc3F)o2)no1
6.6	O=C(CSc1nc(-c2cccs2)nc2ccccc12)NCc1ccccc1
3.4	CCN(CC)C(=O)C(Sc1nnnn1-c1c(C)cccc1C)c1ccccc1 (stereo not drawn)
-8.6	CC(C)N1CCCC(CNC(=O)CCc2c[nH]c3ccccc23)C1 (stereo not drawn)
-0.3	Cc1ccc(C)c(-c2csc(-c3cc4ccc(O)cc4oc3=O)n2)c1

4 entries from above, arranged by the value under LDHA block, largest number first:
| canonical_smiles | LDHA block |
| --- | --- |
| Cc1cc(NC(=O)CCc2ncc(-c3ccccc3F)o2)no1 | 3.7 |
| CCN(CC)C(=O)C(Sc1nnnn1-c1c(C)cccc1C)c1ccccc1 (stereo not drawn) | 3.4 |
| Cc1ccc(C)c(-c2csc(-c3cc4ccc(O)cc4oc3=O)n2)c1 | -0.3 |
| CC(C)N1CCCC(CNC(=O)CCc2c[nH]c3ccccc23)C1 (stereo not drawn) | -8.6 |
